# Screening data: PubChem, several laboratories
# aDG glyco act = activators of alpha-DG glycosylation, primary screen, uHTS, Pro5-aDG cells, AlphaScreen | alpha-DG glycosylation AlphaScreen (IIH6); 0% Pro5, 100% B10-LARGE cell signal | AID 624168, 2012 | activation, % at 10 µM | actives 0.22% (n = 360,000);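 active = activation of at least 8% versus controls, or a plate z-score of at least 8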;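 also: Pro5 are CHO cells carrying HIG-tagged alpha-DG that lacks glycosylation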
# H9c2 protect = cardioprotection against H2O2-induced cell death, primary screen, uHTS, H9c2 cells, ATPLite luminescence | H9c2 cardiomyocytes, H2O2 injury protection, 2 h | actives 0.63% (n = 360,000) | protection from H2O2 cell death, % at 20 µM;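 active = compounds giving at least 50% protection of heart cells from peroxide-induced death in the single-dose screen, raw or plate-pattern-corrected value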;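 also: 0% = DMSO wells with peroxide and 100% = DMSO wells without peroxide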
# Exocytosis inh = LAMP-1 surface exposure blockers, TALL-104 cells – cell-based, flow cytometry, MLPCN library, primary screen. TALL-104 LAMP-1 surface exposure; cells stimulated with thapsigargin and PMA. inhibition, % at 10 µM. actives 0.66% (n = 360,000);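 active = inhibition above about 55%, limit read from the data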
# m5-HT2A agonist = mouse Htr2a agonists via beta-arrestin recruitment, primary screen, cell-based, luminescence; 5-hydroxytryptamine receptor 2A (Mus musculus), P35363; CHO-K1 mHTR2A beta-arrestin complementation; percent of 30 µM serotonin response; activation, % at 7.6 µM; actives 0.66% (n = 360,000); AID 624169, 2012;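 active = activation above a run cutoff, the mean activation of all tested compounds plus 3 SD, cut at about 14% in these data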;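 also: 0% = plate median of compound wells and 100% = 30 µM serotonin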
# Target sequence (P35363 whole entry, looked up): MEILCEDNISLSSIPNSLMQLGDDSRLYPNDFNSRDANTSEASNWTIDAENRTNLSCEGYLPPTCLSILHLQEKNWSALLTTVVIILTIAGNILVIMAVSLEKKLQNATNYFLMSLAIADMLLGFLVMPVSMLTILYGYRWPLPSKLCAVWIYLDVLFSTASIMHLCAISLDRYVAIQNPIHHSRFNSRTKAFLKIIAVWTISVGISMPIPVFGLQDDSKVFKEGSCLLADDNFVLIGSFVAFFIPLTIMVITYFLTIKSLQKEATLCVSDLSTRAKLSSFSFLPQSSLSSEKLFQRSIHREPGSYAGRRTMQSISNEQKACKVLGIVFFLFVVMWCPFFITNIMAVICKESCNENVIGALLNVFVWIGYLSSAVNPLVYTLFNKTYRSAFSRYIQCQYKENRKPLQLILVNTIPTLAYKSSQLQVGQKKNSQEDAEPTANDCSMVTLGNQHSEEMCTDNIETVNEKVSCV
# ABHD5 PLIN5 PPI = ABHD5-PLIN5 interaction inhibitors, primary screen, cell lysate, split luciferase complementation, luminescence. AID 602281, 2012. Split G. princeps luciferase complementation, 4 h. actives 0.78% (n = 360,000). inhibition, % at 4 µM. Perilipin-5 (Homo sapiens) + 1-acylglycerol-3-phosphate O-acyltransferase ABHD5 (Homo …;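 active = inhibition above the mean inhibition across every tested compound plus 3 SD, cut at about 22% in these data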;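 also: 0% = DMSO only wells and the 100% control is not disclosed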
# MC4R antagonist = MC4R antagonists of cAMP signaling, primary screen, cell-based, TR-FRET, antagonist arm of biased-ligand search; MC4R-expressing cells, MTII-stimulated cAMP, LANCE TR-FRET; Melanocortin receptor 4 (Homo sapiens), P32245; AID 540295, 2011; actives 0.48% (n = 360,000); inhibition, % at 6.5 µM;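 active = inhibition above its plate's cutoff, the mean of tested wells on that plate plus 3 SD, cut at about 29% in these data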;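 also: 0% = Melanotan II alone and 100% = Melanotan II plus saturating MCL0020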
# Target sequence (P32245 whole entry, looked up): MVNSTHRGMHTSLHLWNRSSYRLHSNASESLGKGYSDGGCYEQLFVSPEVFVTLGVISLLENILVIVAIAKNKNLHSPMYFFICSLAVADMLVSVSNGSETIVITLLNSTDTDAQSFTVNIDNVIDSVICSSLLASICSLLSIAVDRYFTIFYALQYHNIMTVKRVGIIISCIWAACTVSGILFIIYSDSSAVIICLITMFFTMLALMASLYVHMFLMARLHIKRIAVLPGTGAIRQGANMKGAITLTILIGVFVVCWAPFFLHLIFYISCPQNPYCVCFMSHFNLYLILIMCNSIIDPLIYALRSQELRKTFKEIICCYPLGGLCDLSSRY
#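 Test system: U2OS cells stably expressing human melanocortin 4 receptor (MC4R); also added: Melanotan II challenge; compound: 6.5 µM single dose; timing: 30-min compound preincubation, 1-h Melanotan II challenge, 1-h detection, room temperature; signal: Eu-cAMP/anti-cAMP TR-FRET, emission 671 nm; repeats: one well per compound, no replicates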
# iPSC survival up = enhancers of single-cell hiPSC survival, primary screen, ATPlite luminescence. 100% = ROCK inhibitor wells, 0% = DMSO. survival enhancement, % at 20 µM. actives 0.044% (n = 360,000); in the data active = survival enhancement above about 18%;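 also: cells exposed to compounds for 16 hours before the ATP read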
# MC4R barr agon = MC4R agonists recruiting beta-arrestin, primary screen, cell-based, luminescence, agonist arm of biased-ligand search. Melanocortin receptor 4 (Homo sapiens), P32245. U2OS MC4R beta-arrestin complementation; percent of melanotan II response, DMSO zero. activation, % at 8.9 µM. actives 0.98% (n = 360,000). AID 540308, 2011;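 active = activation above a per-plate cutoff, the mean activation of sample wells on that plate plus 3 SD, cut at about 8% in these data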
# ABCB6 inh MLPCN = ABCB6 transporter inhibitors, primary screen, K562-ABCB6 cells, flow cytometry, MLPCN library; K562-ABCB6 porphyrin accumulation, 1 h; hits give low values; actives 0.19% (n = 360,000); fluorescence ratio to DMSO, % at 10 µM; AID 602162, 2011;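 active = fluorescence ratio to DMSO below 75%, the collection mean minus 3 SD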;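 also: signal is porphyrin accumulated inside mitochondria; 100% equals median channel fluorescence of DMSO control wells; lower ratio means ABCB6 inhibition with less porphyrin fluorescence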
# N-glyco inh = increase of ERlucT glycosylation luciferase signal, primary screen, N-linked glycosylation inhibitor project, D54 ERlucT cells, luminescence, set 2; actives 0.23% (n = 360,000); D54 ERlucT glycosylation luciferase reporter, 24 h; percent of 100 nM tunicamycin response; reporter increase, % at 12.5 µM;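 active = mean luciferase reporter signal, scaled so untreated is 0 and the glycosylation-blocking control 100, at or above a set limit in every replicate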;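 also: luciferase carries N-glycosylation sites so blocking glycosylation raises the light; 0% = median of neutral control wells and 100% = median of 100 nM tunicamycin wells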
# * = called active by the depositor.
molecule	aDG glyco act	H9c2 protect	Exocytosis inh	m5-HT2A agonist	ABHD5 PLIN5 PPI	MC4R antagonist	iPSC survival up	MC4R barr agon	ABCB6 inh MLPCN	N-glyco inh
CCCN(Cc1cc2ccc(C)cc2[nH]c1=O)C(=O)c1ccccn1	-0.3	3.8	4.3	3.5	6.2	-11.9	0.4	0.4	100.0	-0.6
CCOC(=O)N1CCN(CC(O)COC2CC(C)CCC2C(C)C)CC1 (stereo not drawn)	0.3	-17.3	-0.1	5.5	-2.7	3.6	2.0	6.3	94.0	-0.6
CC1CN(C(=S)Nc2ccccc2F)CC(C)O1 (stereo not drawn)	-0.1	10.8	-7.7	-1.1	1.8	13.8	0.3	0.3	100.0	0.6
O=C(COC(=O)c1cc(Cl)nc(Cl)c1)NCc1ccc2c(c1)OCO2	-0.4	12.0	-4.6	7.8	1.8	6.4	-0.2	-1.3	110.0	2.8
C=CC[C@H](CC(=O)N[C@H](CO)Cc1ccccc1)C(=O)N[C@@H](COC(=O)[C@@H](CC=C)Cc1ccc(F)cc1)Cc1c[nH]c2ccccc12	0.7	9.9	1.3	-0.1	3.7	15.4	-1.1	1.5	97.0	0.4
Cc1ccc(NC(=O)C2CCCN2C(=O)c2cccs2)cc1C (stereo not drawn)	0.0	3.6	-1.9	4.4	2.7	0.7	-0.2	-1.8	96.0	0.7
N#C/C(=C\c1ccc(O)c([N+](=O)[O-])c1)C(=O)NCc1ccccc1	-0.2	-10.7	-1.7	-0.1	-4.4	-2.1	-0.2	0.2	88.0	4.4
COc1ccccc1C(=O)OCC(=O)N1CCC(Cc2ccccc2)CC1	-0.1	-1.1	0.5	-1.3	-3.0	-2.1	-0.1	-1.9	100.0	-3.2
CCC(C)(C)n1nnnc1C(c1ccccc1OC)N1CCSCC1 (stereo not drawn)	0.0	-3.9	-2.4	2.2	4.4	4.4	-0.9	-1.8	98.0	-0.8
O=Cc1ccc(N2CCCCC2)cc1	0.5	4.4	-3.5	0.2	4.2	9.5	0.1	-3.8	96.0	1.5
O=C(NC1(C(F)(F)F)C(=O)Nc2c1c(=O)[nH]c(=O)n2Cc1ccccc1)c1ccc(Cl)cc1Cl (stereo not drawn)	-0.1	0.5	-1.3	4.1	-0.9	1.3	0.4	-1.3	94.0	1.2
O=[N+]([O-])c1ccc(NC(=S)NCC(c2cccnc2)N2CCOCC2)cc1 (stereo not drawn)	-0.2	-1.9	-1.1	2.2	0.1	6.3	-2.5	-1.8	102.0	-0.1
O=C(C1CCCN(S(=O)(=O)c2ccc(Br)cc2)C1)N1CCN(Cc2ccccc2)CC1 (stereo not drawn)	0.6	-3.6	7.5	-8.3	6.0	4.0	-0.4	-2.2	98.0	-1.4
CC1(c2ccccc2)NC(=S)N2C1NC(=S)N2c1ccccc1 (stereo not drawn)	-0.1	4.0	-1.8	0.0	1.4	-2.2	2.2	0.0	98.0	1.6
Cc1cccc(N2CCN(C(=O)c3cccs3)CC2)c1C	0.1	-5.7	-7.3	2.6	-1.6	5.5	-0.2	-1.5	101.0	-1.5
O=c1[nH][nH]c(-c2ccccc2)c1C=Nc1ccc(Cl)cc1	0.0	-1.0	0.1	-1.8	-1.6	11.3	-2.5	-0.2	90.0	3.9
CCN(CC(=O)Nc1c(F)cccc1F)C(=O)c1ccc(COc2ccccc2)o1	0.0	-3.2	-4.6	-1.1	-9.2	0.7	-0.5	-2.6	98.0	-1.4
CCOc1ccc(CNc2nc3ccccc3n2CCN2CCOCC2)cc1	0.0	0.9	0.9	2.8	8.4	10.3	-1.6	0.4	82.0	1.3
O=C(Nc1cccc(C(F)(F)F)c1)c1cccnc1NCCc1ccccc1	0.5	-14.4	5.9	-5.3	-20.9	6.1	-0.5	-0.4	96.0	-4.6
O=C1NCCCC1C(=O)Nc1ccccc1C(F)(F)F (stereo not drawn)	-0.1	1.8	2.2	-1.7	-3.6	6.1	2.5	1.1	92.0	2.3
COc1ccc(-n2nc(C(=O)NCC(=O)NCCCN3CCOCC3)c3ccccc3c2=O)cc1	-0.1	5.1	-11.5	1.2	0.3	2.1	0.1	-1.9	101.0	0.4
CC1Oc2ccccc2C=C1C1/C(=C(/O)c2ccccc2)C(=O)C(=O)N1CCCN(C)C (stereo not drawn)	0.1	-2.9	1.4	-6.2	2.7	0.4	6.4	-2.0	102.0	0.8
CSc1ncccc1C(=O)OCc1cccc([N+](=O)[O-])c1	-0.4	-1.4	-11.2	-2.9	0.3	14.1	0.6	1.3	99.0	-1.7
COc1cc(C(=S)N2CCOCC2)ccc1OC(=O)c1cc([N+](=O)[O-])cc([N+](=O)[O-])c1	-0.2	-9.5	4.4	1.3	-2.3	-2.7	-0.1	-0.2	97.0	-4.5
COc1cc(OC)cc(C(=O)Nc2ccccc2C(=O)N2CCCC2)c1	0.0	-0.2	-4.7	-2.3	2.5	1.9	0.5	-1.4	97.0	3.1
CCN(C(=O)COC(=O)COc1ccc(Cl)c(C)c1)C1CCS(=O)(=O)C1 (stereo not drawn)	0.0	-1.3	0.2	-6.9	-4.8	6.9	0.8	-1.1	97.0	1.3
COc1ccc(CCN(Cc2cc3cc(C)cc(C)c3nc2Cl)C(=O)C2CC2)cc1	0.2	-12.6	4.0	8.7	0.7	-1.1	2.9	1.0	101.0	-2.5
CC(C)CCNC(=S)Nc1ccc2nc3n(c(=O)c2c1)CCCCC3	0.1	4.1	8.6	0.8	1.7	7.7	1.0	-2.1	104.0	2.0
COc1ccc(S(=O)(=O)NCC(=O)N(CC(=O)NCC2CCCO2)c2ccccc2C)cc1 (stereo not drawn)	0.2	0.5	0.1	5.2	9.8	0.6	2.5	0.7	101.0	1.6
Nn1c(Cc2ccccc2)nc2cc(Cl)ccc2c1=O	0.0	-7.9	-17.4	-0.3	4.4	-0.3	-0.8	0.6	95.0	-2.4
Cc1ccc(OCC(=O)NCC(=O)Nc2ccc(F)c(F)c2F)c([N+](=O)[O-])n1	-0.2	0.8	1.1	5.1	2.2	0.3	0.2	-0.7	100.0	1.4
Clc1ccccc1NN(Cc1ccncc1)c1ccccc1Cl	-0.1	-18.4	2.1	3.3	-4.4	17.4	4.8	2.1	98.0	-2.5
CCOC(=O)N1CCN(c2nnc(-c3ccccc3)c3ccccc23)CC1	0.1	4.0	3.3	2.2	-5.0	1.5	0.0	-2.3	90.0	-3.8
COc1ncnc2c1ncn2CCCNCC(c1ccccc1)c1ccccc1	0.1	1.4	24.2	2.6	0.6	1.8	0.7	0.3	97.0	0.5
Cn1c(=O)c2cc(S(=O)(=O)NC(C(=O)Nc3cccc(F)c3)c3ccccc3)ccc2n(C)c1=O (stereo not drawn)	0.3	34.9	-0.4	1.9	4.7	9.8	-0.2	-1.7	97.0	-7.4
CC(=O)Nc1ccc(S(=O)(=O)NCCC(=O)Nc2ccc(C)c(Cl)c2)cc1	-0.1	8.8	1.6	1.3	-3.3	-1.5	4.2	-2.6	104.0	0.1
CCc1nn(CCCC(=O)NCc2cc(Br)ccc2OC)c(=O)c2cc3occc3n12	0.1	9.9	6.5	2.9	6.9	-7.5	0.9	-1.8	95.0	2.8
Cc1nn(C)cc1/C=C/C(=O)c1ccc(O)cc1	0.0	-11.9	4.3	3.7	2.1	-9.7	-2.3	-0.7	99.0	1.1
CCC(=O)N1CCc2cc(S(=O)(=O)N3CCN(c4ccccn4)CC3)ccc21	-0.1	-12.4	0.9	2.1	2.7	-0.5	-0.1	1.7	90.0	2.0
COc1ccc(NC(=O)CSc2nc(-c3ccncc3)nn2CC(=O)N2CCCC2)cc1	-0.1	2.3	15.5	-0.5	-2.6	2.7	-0.1	-1.4	98.0	0.3
C=CCNC(=O)C1(c2ccccc2)CC1(Cl)Cl (stereo not drawn)	-0.2	7.0	-0.4	4.5	6.3	11.9	-1.5	-0.7	94.0	1.7
CCOCCOc1cccc(C(=O)NC(C)c2ccc3ccccc3c2)c1 (stereo not drawn)	0.0	2.6	-10.7	-4.0	-3.0	2.4	-0.1	0.1	97.0	-1.3
CC(=O)Nc1cccc(-c2nn[nH]n2)c1	0.1	3.7	-3.8	-3.3	-0.6	4.2	-0.2	-0.3	95.0	2.3
CN(CC(=O)Nc1ccccc1Br)C(=O)COc1ccc2ccccc2c1	0.0	-4.6	-8.1	2.3	-1.7	4.6	-0.3	-0.2	96.0	0.2
Oc1ccc(-c2nc3ccccc3s2)c(O)c1	1.6	-9.4	0.0	1.8	-2.9	16.0	-1.1	0.8	98.0	-1.2
Cc1cc(C)c(NC(=O)c2ccoc2C)c(C)c1	0.1	-1.1	-4.4	0.8	0.9	4.8	-1.6	-1.0	112.0	-0.9
CCn1ncc(/C=C/C(=O)NCc2cnn(C)c2C)c1C	0.0	5.1	0.0	3.4	3.0	3.5	-1.6	-1.8	104.0	1.4
CCCC(=O)Nc1ccc(Cl)c(NC(=S)NC(=O)c2cc3ccccc3o2)c1	0.2	-9.5	-2.9	1.6	0.4	-10.5	1.0	0.5	94.0	-1.0
O=C1Nc2cc(C(=O)N3CCOCC3)ccc2S/C1=C\c1ccccc1	5.8	0.1	5.3	-0.3	-7.9	3.9	0.1	-3.4	83.0	-2.1
CCC(CC)C(=O)Nc1cccc(/C(C)=N/NC(=O)c2ccccc2Cl)c1	-0.1	4.2	-1.4	-2.3	-7.2	7.2	2.1	1.3	91.0	3.0
O=C(NCC1CCOCC1)C1CCC(=O)N(Cc2cccc(C(F)(F)F)c2)C1 (stereo not drawn)	-0.6	1.8	-2.2	-6.7	-2.6	-2.2	-0.5	-0.7	93.0	1.0
